GPR151 ag = activators of human GPR151; PathHunter beta-arrestin GPR151 cells, luminescence; activation, % at 11.2 µM; 650,000 tested, 1% active; in the data active = activation above about 4.9%;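 also: 0% = median of compound wells and 100% = cells with positive control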
Target sequence (Q8TDV0 whole entry, looked up): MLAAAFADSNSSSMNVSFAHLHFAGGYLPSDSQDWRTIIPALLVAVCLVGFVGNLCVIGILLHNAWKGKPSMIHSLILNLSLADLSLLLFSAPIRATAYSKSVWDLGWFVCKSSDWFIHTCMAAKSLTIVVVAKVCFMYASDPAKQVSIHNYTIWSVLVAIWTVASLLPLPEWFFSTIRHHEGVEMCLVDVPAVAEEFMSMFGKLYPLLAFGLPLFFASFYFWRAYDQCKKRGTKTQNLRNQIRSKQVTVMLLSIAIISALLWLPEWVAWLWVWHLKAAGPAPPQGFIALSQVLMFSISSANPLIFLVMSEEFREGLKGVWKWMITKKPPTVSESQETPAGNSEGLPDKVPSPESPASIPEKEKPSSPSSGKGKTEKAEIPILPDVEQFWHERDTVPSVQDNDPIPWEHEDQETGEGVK
MITF primary = human MITF inhibition, primary screen; O75030; AlphaScreen MITF homodimerization, bead proximity signal; inhibition, % at 2.6 µM; 650,000 tested, 0.91% active; AID 1259374; in the data active = inhibition above about 50%;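 also: 0% = vehicle wells with protein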
Target sequence (O75030 whole entry, looked up): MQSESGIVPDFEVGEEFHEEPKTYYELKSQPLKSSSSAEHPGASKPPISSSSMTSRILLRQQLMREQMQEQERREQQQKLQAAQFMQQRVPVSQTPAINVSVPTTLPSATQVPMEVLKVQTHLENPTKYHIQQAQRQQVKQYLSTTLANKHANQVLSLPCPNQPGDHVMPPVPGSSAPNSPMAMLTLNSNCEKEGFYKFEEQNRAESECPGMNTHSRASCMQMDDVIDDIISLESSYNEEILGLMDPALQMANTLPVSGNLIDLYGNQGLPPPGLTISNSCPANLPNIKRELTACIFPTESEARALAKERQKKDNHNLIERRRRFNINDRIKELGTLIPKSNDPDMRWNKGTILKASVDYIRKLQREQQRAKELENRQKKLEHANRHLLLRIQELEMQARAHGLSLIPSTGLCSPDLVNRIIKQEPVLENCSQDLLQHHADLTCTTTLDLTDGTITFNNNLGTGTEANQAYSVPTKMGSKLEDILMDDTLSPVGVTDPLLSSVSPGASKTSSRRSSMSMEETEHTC
TEAD-YAP block = TEAD-YAP interaction inhibition. HEK-TIYL cells, TEAD-Gal4/YAP UAS-luciferase luminescence. 640,000 tested, 1.4% active. AID 1259422. inhibition, % at 9.12 µM; in the data active = inhibition above about 32%;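 also: 0% = median of test compound wells and 100% = reference inhibitor wells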
FBW7 activator = human FBW7 E3 ligase activation, primary screen; Q969H0; AlphaScreen FBW7–phospho-cyclin E peptide binding, activator screen; normalized activity (activation), % at 26.1 µM; 650,000 tested, 0.13% active; AID 1259310; in the data active = normalized activity above about 1.9%;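 also: purified mutant Fbw7 with reduced substrate affinity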
Numbers without * were called inactive. This is a random part of the collection. Share with any hit: about 3.4%.

The first two records, to show the layout:
canonical_smiles,GPR151 ag,MITF primary,TEAD-YAP block,FBW7 activator
OCCNc1nc(Nc2ccc3ncccc3c2)nc2c1ncn2-c1ccccc1,-1.3,19,45*,0.1
CC1(C)CC2CC(C)(CN2C(=O)COC(=O)c2ccc(O)cc2O)C1 (stereo not drawn),-0.2,34,0,0.0

This part in full, from the first entry:
canonical_smiles,GPR151 ag,MITF primary,TEAD-YAP block,FBW7 activator
OCCNc1nc(Nc2ccc3ncccc3c2)nc2c1ncn2-c1ccccc1,-1.3,19,45*,0.1
CC1(C)CC2CC(C)(CN2C(=O)COC(=O)c2ccc(O)cc2O)C1 (stereo not drawn),-0.2,34,0,0.0
O=C(Nc1ccnn1C1CCN(Cc2ccc(OC(F)F)cc2)CC1)C1CCCC1,-1.6,9,21,0.1
COCCCNC(=O)/C(C#N)=C/c1cn(-c2ccccc2)nc1-c1ccc2c(c1)OCCO2,1.0,10,-8,0.3
CCCNc1nc(Nc2ccc([N+](=O)[O-])cc2)nc(N2CCOCC2)n1,-1.0,-12,-13,-0.2
C=CCn1c(SCC(N)=O)nnc1-c1ccccc1C,0.4,11,4,0.1
COc1ccc(S(=O)(=O)N2CCN(C(=O)c3cccnc3)CC2)cc1,1.4,-7,1,-0.1
O=C(Nc1cc(-c2ccncc2)c[nH]c1=O)C1Cc2ccc3ccccc3c2O1 (stereo not drawn),-0.3,14,-3,0.0
CCn1c2ccccc2c2nnc(SCC(=O)Nc3nc4ccccc4s3)nc21,0.5,1,15,-0.1
COc1cc(C2N(c3ccc(Cl)cc3)N=C(C(C)=O)N2c2ccccc2)ccc1OCc1c(Cl)cccc1Cl (stereo not drawn),-1.5,0,5,0.1
CC(C)(C)c1ccc(C2(C)NC(=O)N(CC(=O)Nc3cccc(C#N)c3)C2=O)cc1 (stereo not drawn),-0.2,6,-12,0.1
O=C(CNc1ccc(Br)cc1)N/N=C/c1ccco1,-0.1,13,10,0.1
CCCNC(=O)C1CCC(Cn2c(=O)c3sccc3n(Cc3ccc(F)cc3)c2=O)CC1 (stereo not drawn),1.4,10,4,-0.2
COc1cccc(CN2CCN(C(=S)Nc3ccc(S(N)(=O)=O)cc3)CC2)c1,-1.2,17,2,0.7
CC(NC(=O)CN1N=C(c2ccccc2)Cn2c(cc3sccc32)C1=O)c1ccccn1 (stereo not drawn),1.4,-11,-15,0.0
CCC(C)(C)NC(=O)CN(C(=O)CCC(=O)Nc1ccccn1)c1ccc(F)cc1,-1.2,13,-4,0.2
O=C(NCc1ccon1)c1ccc(OC2CCN(CCc3ccccc3)CC2)cc1,-0.5,8,10,-0.1
O=C(CC(=O)Nc1ccc(F)c(Cl)c1)Nc1ccc(F)c(Cl)c1,1.8,-5,3,-0.1
Cc1ccc(C2CC(C(F)(F)F)n3nc(C(=O)NCc4cccnc4)c(Cl)c3N2)cc1 (stereo not drawn),-0.4,0,6,0.0
Cc1ccc(NC(=O)c2ccc(N3CCN(c4cc(C)ccc4C)CC3)c([N+](=O)[O-])c2)c(C)c1,1.0,-1,0,0.0
COc1ccccc1NC(=O)C1=C(C)NC(SCC(=O)c2ccc(C)cc2)=C(C#N)C1c1ccccc1Cl (stereo not drawn),-0.2,-1,-7,0.0
O=C(Cc1ccc2c(c1)OCCO2)c1ccc(O)cc1O,-1.1,9,4,0.1
Cc1cccc(C)c1-n1nnnc1C1(Nc2ccc(I)cc2)CCCC1,0.5,9,-7,-0.3
CC(C)OC(=O)C(C(=O)C(F)(F)F)c1cc(NS(=O)(=O)c2ccccc2)ccc1O (stereo not drawn),1.4,-4,10,0.0
COc1ccc(OCC(=O)N2CCN(c3ccccn3)CC2)cc1,1.9,-11,5,0.2

One compound at a time, as listed above. Screens in order: GPR151 ag	MITF primary	TEAD-YAP block	FBW7 activator
COc1cccc(CN2CCN(C(=S)Nc3ccc(S(N)(=O)=O)cc3)CC2)c1 is entered as -1.2	17	2	0.7
COc1ccccc1NC(=O)C1=C(C)NC(SCC(=O)c2ccc(C)cc2)=C(C#N)C1c1ccccc1Cl (stereo not drawn) is entered as -0.2	-1	-7	0.0

New compounds follow.
canonical_smiles,GPR151 ag,MITF primary,TEAD-YAP block,FBW7 activator
C=CCN(CC(=O)NC1CCCCC1)C(=O)C(=O)N(CC=C)CC(=O)NC1CCCCC1,-0.5,-5,-8,0.0
Cc1cc(O)cc(O)c1/C=N\NC(=O)C1COc2cc3ccccc3cc2O1 (stereo not drawn),-1.1,-21,16,-0.1
CCN(CC)CCn1c(=S)[nH]c2cc(C(=O)NCCc3ccc(OC)c(OC)c3)ccc2c1=O,-0.4,2,-12,1.5
COC(=O)c1ccc(OS(=O)(=O)c2cn(C)c(=O)n(C)c2=O)cc1,-0.5,10,-1,0.0
Cc1ccccc1-n1c(C)cc(C(=O)NNC(=O)c2ccncc2)c1C,0.0,-1,-66,0.0
O=C(CN1Cc2ccccc2OC(c2ccccc2)C1)NCCn1ccnc1 (stereo not drawn),0.3,4,-3,0.0
Cc1cc(C(=O)NC(C)c2ccc3c(c2)OCO3)no1 (stereo not drawn),0.3,7,10,-0.1
O=C1CCC(=O)N1CNc1ccc(Cl)c(Cl)c1,-0.7,-11,-9,-0.1
COc1ccc2ccccc2c1C1NC(=S)NC(C)=C1C(=O)OC(C)C (stereo not drawn),-0.3,-4,3,-0.2
CCS(=O)(=O)N1CCCC(C(=O)NCCC(C)C)C1 (stereo not drawn),-0.2,-6,-1,-0.1
COc1cccc(-c2nnc(SCc3nc4ccccc4[nH]3)n2N)c1,3.5,3,-26,0.1
COC(=O)Cn1c(=NC(C)=O)sc2cc(F)ccc21,1.8,0,0,0.1
CC(C)c1ccc(NC(=O)C2C3C=CC4(O3)C2C(=O)N(CCc2ccc(Cl)cc2)C4C(=O)NC2CCCC(C)C2C)cc1 (stereo not drawn),1.0,-2,6,0.0
COc1ccccc1C(C)NC(=O)Cc1ccsc1 (stereo not drawn),-0.6,-7,0,0.1
CN1C(=O)c2cc(Br)c(N)c(Br)c2C1=O,-0.7,-14,14,0.0
CCSc1nc2sccn2c(=O)c1C(=O)N1CCCC1COC (stereo not drawn),-1.2,-1,3,0.3
O=C(CCC1(Cc2ccsc2)CCC(=O)N1)NCC1COc2ccccc2O1 (stereo not drawn),-1.0,-2,-2,-0.1
CCCOc1ccc(C(=O)Nc2ccc(Cl)c(-c3nc4cc(C)c(C)cc4o3)c2)cc1,-0.8,-5,3,0.0
COc1ccc(-c2nc3ccccc3c(=O)n2CC(=O)Nc2ccc(F)c(Cl)c2)cc1OC,0.9,17,-21,0.3
COc1cccc(-c2noc(C3CCCN(C(=O)Cc4ccccc4)C3)n2)c1 (stereo not drawn),-0.7,6,19,0.4
CN1CCN(C(=O)/C(=C/c2ccc([N+](=O)[O-])cc2)NC(=O)c2ccccc2)CC1,-1.7,1,-2,0.0
CC(C)(C)c1ncn(-c2ccc(Nc3nccc(-c4ccnc(Cl)c4)n3)cc2)n1,0.7,-3,-14,-0.2
O=C(CN1C(=O)C(=O)N(Cc2ccccc2)C1=O)Nc1cc(Cl)cc(Cl)c1,1.7,0,12,-0.1
Cn1cccc1/C=N/NC(=O)c1ccncc1,0.2,-7,-10,0.1
Cn1cc(S(=O)(=O)N2CCCC2)cc1C(=O)N1CCC(Cc2ccccc2)CC1,2.1,-2,-7,0.2
O=C1/C(=C/c2ccc(-c3ccc([N+](=O)[O-])cc3)o2)C=C(c2ccccc2)N1c1ccc(O)cc1,0.0,-16,-1,-0.1
CC(=O)N1CCN(CC(=O)Nc2cccc(C#N)c2)CC1,1.6,5,6,0.0
CC(NC(=O)OC(C)(C)C)C(=O)NC(CCC(=O)OCc1ccccc1)C(N)=O (stereo not drawn),-1.4,3,4,-0.1
O=[N+]([O-])CC(c1ccccc1)c1c[nH]c2ccccc12 (stereo not drawn),0.3,0,46*,-0.2
COc1ccc(C(=O)Nc2ccccc2C(F)(F)F)cc1,-0.1,5,-27,-0.2
CC(C)n1c(N2CCOCC2)nc2c(NCCO)ncnc21,1.6,5,-1,0.0
Cc1ccc(C)c(Oc2coc3cc(OC(=O)c4ccccc4Br)ccc3c2=O)c1,-0.9,18,0,-0.1
CC(C)CC(C(=O)Nc1ccc(Cl)cc1)N1C(=O)c2ccccc2C1=O (stereo not drawn),-0.9,8,6,0.0
COc1ccccc1NC(=O)c1cc2cc([N+](=O)[O-])ccc2oc1=N,-0.8,1,3,0.0
CC(C)C(=O)N(CC(=O)Nc1sc2c(c1C(N)=O)CCCC2)Cc1ccccc1,7.1*,-2,6,-0.1
CCOc1ccc(Nc2ncnc3c2c(-c2ccccc2)cn3-c2ccc(OC)cc2)cc1,0.4,-3,2,-0.2
Cc1cccc(N(CC(=O)NCCC(C)C)C(=O)Cn2nnc(-c3ccc(F)cc3)n2)c1,-1.5,0,6,0.0
Cc1ccc(N/C(SCc2cccc(Br)c2)=C(/C#N)C(N)=O)cc1C,-1.5,-4,-5,-0.1
CCn1ncc(CN2CCC(C(=O)Nc3cccc(-c4ccn[nH]4)c3)CC2)c1C,2.9,3,-6,-0.1
CCNc1cc(NC2CCN(Cc3ccccc3)CC2)nc(N)n1,-0.4,-12,1,-0.1
CCOc1ccccc1CN1CCN(Cc2cccc(OCCO)c2)CC1CCO (stereo not drawn),-0.7,7,10,0.1
O=C1NCCN(Cc2ccc(-c3ccccc3)cc2)C1CC(=O)N1CCN(CCO)CC1 (stereo not drawn),-0.1,1,3,0.3
CN1C=CC(=C2C(=O)c3ccccc3C2=O)C=C1,-5.4,4,5,0.0
CCCOC(=O)/C(=C\c1ccc(O)cc1)NC(=O)c1ccccc1,-0.2,5,-39,0.0
CCOc1ccc(C2CC(=O)n3c(nc4ccccc43)S2)cc1OC (stereo not drawn),-0.5,3,0,-0.1
CCOC(=O)C1(Cc2ccccc2Cl)CCN(C(=O)CCn2ccnc2C)CC1,0.2,4,-29,0.0
O=c1c2c(-c3ccc([N+](=O)[O-])cc3)csc2nc2n1CCCCC2,-0.1,7,6,0.0
CCc1c(C)c(=N)c2ccccc2n1C,-0.3,-1,8,-0.1
Cc1nc(N2CCN(C(=O)c3ccco3)CC2)cc(-n2ccnc2)n1,-0.4,-3,2,0.0
O=C(NC(=S)NC1CCS(=O)(=O)C1)c1ccc(Br)cc1 (stereo not drawn),1.0,-11,-7,-0.2

Next part.
canonical_smiles,GPR151 ag,MITF primary,TEAD-YAP block,FBW7 activator
CC1CCc2cc(F)ccc2N1C(=O)Cn1c2ccccc2c(=O)c2ccccc21 (stereo not drawn),-0.8,4,0,0.0
CCc1nnc(NC(=O)c2cc3c([nH]c4ccccc43)c(C)n2)s1,2.2,4,-3,0.1
COc1ccccc1NC(=O)C(=O)NNS(=O)(=O)c1ccccc1,-0.3,-3,-11,-0.1
Cc1cc(=O)c(C(=O)NCCCN2CCOCC2)c(CC2CCCC2)n1C,3.1,1,1,0.0
COc1ccc2oc(=O)c(-c3nc(-c4ccc5ccccc5c4)cs3)cc2c1,2.6,12,0,0.0
CCOC(=O)c1ccccc1NC1=C([N+](=O)[O-])C(=O)CC(C)(C)C1,1.1,0,2,-0.1
Cc1cccc(-n2nc([N+](=O)[O-])c(=Nc3cccc(F)c3)n2O)c1,-1.2,-13,17,-0.3
O=C(CC1C(=O)NCCN1Cc1ccc(Cl)c(F)c1)NCCc1cnccn1 (stereo not drawn),-1.0,10,7,0.1
Clc1cccc(-n2cc(-c3ccccc3)c3c(NCc4cccnc4)ncnc32)c1,-1.1,-6,-5,-0.1
OC(COc1ccc(CNC2CCOCC2)cc1)CN1CCc2ccccc2C1 (stereo not drawn),0.4,1,-2,0.0
CC(C)c1nnc(NC(=O)C(C(C)C)N2C(=O)c3ccccc3C2=O)s1 (stereo not drawn),-0.4,-10,-5,-0.7
Cc1ccc(NC(=O)CC2S/C(=N/N=C/c3cccs3)NC2=O)cc1 (stereo not drawn),-0.1,8,7,-0.1
Cc1ccc(-c2nc(CS(=O)CC(=O)NC(C)CCc3ccccc3)c(C)o2)cc1 (stereo not drawn),0.1,10,0,1.3
O=C(CCOc1ccccc1)Nc1cnn(CC(=O)NC2CCc3ccccc32)c1 (stereo not drawn),-0.4,1,-9,-0.2
CCOC(=O)c1cnc2c(C)cc(Cl)cc2c1Nc1ccc(C(C)=O)cc1,-0.7,19,5,0.8
Cc1cc(C)c2cc(C#N)c(N3CCCN(C(=S)NCC4CCCO4)CC3)nc2c1 (stereo not drawn),1.6,-6,3,0.3
COc1ccc(S(=O)(=O)NCCc2sc3nc(-c4ccc(C)cc4)nn3c2C)cc1,1.1,-2,20,-0.1
CCc1ccc(NC(=O)N2CCOc3ccccc32)cc1,-2.3,6,-47,0.3
O=C(NCCOc1ccccc1)c1ccc2nc(-c3cccs3)sc2c1,1.3,6,-37,0.0
Cc1cc(=O)[nH]c(SCc2cccc3cccnc23)n1,0.0,-10,-4,-0.1

Some entries already given, showing only TEAD-YAP block, FBW7 activator and MITF primary.
structure | TEAD-YAP block | FBW7 activator | MITF primary
O=C(CCC1(Cc2ccsc2)CCC(=O)N1)NCC1COc2ccccc2O1 (stereo not drawn) | -2 | -0.1 | -2
CCCOc1ccc(C(=O)Nc2ccc(Cl)c(-c3nc4cc(C)c(C)cc4o3)c2)cc1 | 3 | 0.0 | -5
COc1ccc(-c2nc3ccccc3c(=O)n2CC(=O)Nc2ccc(F)c(Cl)c2)cc1OC | -21 | 0.3 | 17
COc1cccc(-c2noc(C3CCCN(C(=O)Cc4ccccc4)C3)n2)c1 (stereo not drawn) | 19 | 0.4 | 6
CN1CCN(C(=O)/C(=C/c2ccc([N+](=O)[O-])cc2)NC(=O)c2ccccc2)CC1 | -2 | 0.0 | 1
